DAX1 inh – inhibitors of human orphan nuclear receptor DAX1 (NR0B1) | P51843 | HEK293 Gal4-DAX1 luciferase reporter, luminescence | inhibition, % at 6.75 µM | 0.99% of 340,000 active | AID 504766;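 active = inhibition above the mean over all tested compounds plus 3 SD, cut at about 4.2% in these data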;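 note: 0% = DAX1-transfected cells with DMSO and 100% = empty-vector control cells with DMSO; inhibition shows as a rise in luminescence from relieved DAX1 repression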
Target sequence (P51843 207-470 limits assumed): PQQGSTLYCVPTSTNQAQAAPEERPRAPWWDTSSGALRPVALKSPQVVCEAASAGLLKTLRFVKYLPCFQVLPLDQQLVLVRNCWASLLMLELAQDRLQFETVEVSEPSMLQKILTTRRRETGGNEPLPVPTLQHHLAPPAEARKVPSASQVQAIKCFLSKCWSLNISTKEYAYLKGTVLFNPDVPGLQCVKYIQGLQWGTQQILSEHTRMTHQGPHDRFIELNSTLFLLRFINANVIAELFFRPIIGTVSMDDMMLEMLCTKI
Rev-erbA mod – Rev-erb alpha (human) modulation; Rev-erbα–FITC-DNA binding, fluorescence polarization, 90 min; P20393; 0.79% of 370,000 active; activity, % at 10 µM; AID 1259318;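 active = activity above about 14%, limit read from the data; passing the limit was not always enough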;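 note: 0% = DMSO wells with 35 nM protein and 100% = DMSO wells with 750 nM protein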
Target sequence (P20393 whole entry, looked up): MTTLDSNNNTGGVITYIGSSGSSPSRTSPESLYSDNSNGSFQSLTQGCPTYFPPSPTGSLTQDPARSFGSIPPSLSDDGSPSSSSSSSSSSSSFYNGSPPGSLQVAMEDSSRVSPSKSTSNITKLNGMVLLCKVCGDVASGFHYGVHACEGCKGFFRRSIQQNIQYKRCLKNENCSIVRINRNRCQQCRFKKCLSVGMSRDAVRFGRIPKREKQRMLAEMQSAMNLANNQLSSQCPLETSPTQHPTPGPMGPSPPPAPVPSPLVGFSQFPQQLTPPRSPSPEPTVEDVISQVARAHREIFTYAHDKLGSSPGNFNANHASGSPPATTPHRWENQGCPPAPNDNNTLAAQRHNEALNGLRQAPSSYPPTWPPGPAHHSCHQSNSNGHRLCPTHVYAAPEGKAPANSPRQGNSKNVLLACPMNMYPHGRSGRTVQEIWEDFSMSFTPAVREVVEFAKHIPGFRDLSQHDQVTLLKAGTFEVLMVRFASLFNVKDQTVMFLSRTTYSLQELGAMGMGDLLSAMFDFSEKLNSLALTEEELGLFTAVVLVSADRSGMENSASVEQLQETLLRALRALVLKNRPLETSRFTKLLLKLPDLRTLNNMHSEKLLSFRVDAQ
* marks the source's active call; other numbers are inactive results; . = no result given; & = joins results of further samples. Only part of the results is shown. The share of hits here may be higher or lower than overall.

DAX1 inh	Rev-erbA mod	smiles
-5.9	.	CC(C)n1cnc2c(NCc3ccccc3)cc(N[C@H](C)CO)cc21
-0.4	.	COc1cccc2c1cc1c(=O)n(CC(=O)NC3CCCCC3)nc(C)n12
0.2	.	CCN1CCCC1CNC(=O)C1CCN(Cc2nc(-c3cccc(Br)c3)oc2C)CC1 (stereo not drawn)
-0.7	.	COc1ccc(CCn2c(C)cc(C(=O)CSc3nnc(N)s3)c2C)cc1
-0.3	.	CC[C@@H](C)[C@@H]1CN([C@@H](CN2CCC[C@H]2CN2C(N)=NC[C@H]2C(C)C)C(C)C)C(=N)N1CCc1ccc(Cl)c(Cl)c1
1.3	.	O=C(CCN1CCc2ccccc2C1)c1ccc2c(c1)OCCO2
-0.2	.	Cc1ccc(S(=O)(=O)/N=C2\C(=O)c3ccccc3C([O-])=C2n2cc[n+](CCC(C)C)c2)cc1
1.3	.	CCOC(=O)c1c(CN2CCCCC2)n(C)c2cc(Br)c(O)c(CN(C)C)c12
-0.7	.	c1ccc(-c2oc3ncnc(NCCCn4ccnc4)c3c2-c2ccccc2)cc1
-2.6	.	O=[N+]([O-])c1ccc(CN2CCOCCOCCN(Cc3ccc([N+](=O)[O-])cc3)CCOCC2)cc1
3.1	.	COc1ccc(NC(=O)C2CC2)cc1OC1CCCC1
-1.3	.	CCCCn1c(SCC(=O)c2ccc(O)c(O)c2)nc2ccsc2c1=O
-0.9	.	CCOC(=O)N1CCN(S(=O)(=O)c2ccc(C(=O)NNc3nc4cc(C)cc(C)c4s3)cc2)CC1
-0.6	.	O=C(NC1CCCCC1)c1ccc(OC2CCN(Cc3ccccn3)CC2)cc1
-0.3	.	COc1ccc(N2CCN(C(=O)CCCCCn3c(=S)[nH]c4cc5c(cc4c3=O)OCO5)CC2)cc1
1.7	.	CC(C)Oc1cc(C(=O)N2CCC(N3CCCCC3)CC2)ccc1Nc1nnc(Cl)c(Nc2ccccc2S(C)(=O)=O)n1
3.0	.	CCCCNC(=O)C(C#N)c1nc2ccccc2nc1N1CCN(Cc2ccc3c(c2)OCO3)CC1 (stereo not drawn)
0.9	.	Cc1cccc([C@@H]2[C@@H]3C(=O)N(Cc4ccccc4)C(=O)[C@@H]3[C@]3(C)C(=O)N(c4ccc(Br)cc4)C(=O)N23)c1
-1.4	.	C=C1C(=O)O[C@H]2[C@H]1[C@@H](O)CC(=C)[C@@H]1CC(=O)[C@@H](C)[C@H]21
1.8	.	CCOC(=O)c1ccc(N2C(=O)C3ON(c4ccccc4)C(c4ccco4)C3C2=O)cc1 (stereo not drawn)
-3.8	.	N#Cc1cc2c(nc1SC1CC(=O)N(c3ccccc3)C1=O)CCC2 (stereo not drawn)
0.7	.	CCOC(=O)c1c(N2C(=O)Nc3cc(Cl)c(Cl)cc3N2O)sc2c1CCCCC2
-0.7	.	O=C(Nc1ccc2c(c1)OCCO2)C1CCN(S(=O)(=O)c2ccc(Br)s2)CC1
0.9	.	COc1ccccc1C(=O)Nc1nc2cc3c(cc2s1)OCCO3
1.0	.	Nc1c(N2CCCC2)cc(Cl)c2nonc12
1.7	.	Oc1c(Br)cc(Br)cc1/C=N/c1nc2c(s1)CCCC2
-2.2	.	COc1ccc(C(NC(C)=O)c2ccc3cccnc3c2O)c(OC)c1 (stereo not drawn)
1.7	.	O=C(O)c1ccc(-c2nc(-c3ccc(Cl)c(Cl)c3)cs2)cc1
0.3	.	C#CCOCCOCCOCCNc1nc(N2CCN(C(=O)[C@H]([C@@H](C)CC)n3cc([C@@H](N)Cc4ccc(O)cc4)nn3)CC2)nc(N2CCN(C(=O)[C@H](Cc3cc4ccccc4[nH]3)n3cc([C@@H](N)CC(C)C)nn3)CC2)n1
-1.6	.	COC(=O)[C@@]1(Cc2ccccc2)[C@@H]2C(=CC(=O)[C@H]2CC(=O)C(=O)N(C)C)CN1C(=O)c1ccccc1
0.5	.	CS(=O)(=O)N(CC(=O)N1CCN(c2ccccc2F)CC1)c1cc(C(F)(F)F)ccc1Cl
0.4	.	O=S(=O)(c1ccc(Cl)cc1)c1nc(-c2ccccc2F)oc1NCCN1CCOCC1
0.0	.	CCC(=O)Nc1c2c(nn1-c1ccc(C)cc1)CS(=O)(=O)C2
-1.8	.	CCc1sc(C(=O)Nc2nc(-c3ccccn3)cs2)cc1C
0.5	.	O=C1/C(=C/c2ccc(O)c(O)c2)SC(=S)N1Nc1ccccc1
1.8	.	COc1ccc(OC)c(NS(=O)(=O)c2ccc3c(c2)C(C)(C)C(=O)N3C)c1
1.0	.	CC(=O)c1ccc(NC(=S)NC(=O)/C=C/c2ccc(F)cc2)cc1
1.0	.	C=CCNc1sc(C(=O)c2ccccc2)c(N)c1-c1nc2ccccc2s1
2.9	.	Cc1cc(Cl)cc2sc(NC(=O)c3ccco3)nc12
0.5	.	CCOC(=O)N1CCN(C(=O)c2ccc(S(=O)(=O)Nc3cccc(C(F)(F)F)c3)cc2)CC1
0.3	.	C#CCOCCOCCOCCNc1nc(N2CCN(C(=O)[C@H]([C@@H](C)O)n3cc(CCCCN)nn3)CC2)nc(N2CCN(C(=O)[C@H](C)n3cc(CCCN=C(N)N)nn3)CC2)n1
-0.4	.	S=c1nn[nH]n1C12CC3CC(CC(C3)C1)C2
0.3	.	COc1cccc(C2C=C(c3ccc(Br)s3)Nc3ncnn32)c1OC (stereo not drawn)
0.8	.	COc1cc(N/C=C(\C(C)=O)c2ccccc2)cc(OC)c1
-0.4	.	CCCCC(=O)Nc1nnc(/C=C/c2ccc(OC)cc2)s1
0.7	.	COc1ccc(OC)c(NC(=O)c2sc3ncnc(N4CCN(c5ccccn5)CC4)c3c2C)c1
-0.1	.	COc1cccc(/C=C2/Oc3ccccc3N(CC(=O)NCC3CCCO3)C2=O)c1 (stereo not drawn)
0.2	.	COc1ccccc1CN1C(=O)CNC1=S
.	1	OCc1ccccc1
.	-1	NC(=O)OC[C@@H]1[C@H](NC(=O)/C(=N\OCC(=O)O)c2csc(N)n2)C(=O)N1S(=O)(=O)O
.	-2	CC(=O)OC/C=C(C)/C=C/C=C(C)/C=C/C1=C(C)CCCC1(C)C
.	-11	CO/N=C(\C(=O)N[C@H]1C(=O)N2C(C(=O)OCOC(=O)C(C)(C)C)=C(/C=C\c3scnc3C)CSC12)c1csc(N)n1 (stereo partly drawn)
.	0	CCOC(=O)c1c(N)sc2c1CCN(Cc1ccccc1)C2
.	-1	CCCCCCCCCCCCCCCC(=O)OC(C)C
.	4	N[C@@H]1[C@@H](O)[C@H](O)[C@@H](CO)O[C@H]1O
.	2	CCCCCCCCCCCCCCCC(=O)OCCC1CCN(CCCN2c3ccccc3Sc3ccc(S(=O)(=O)N(C)C)cc32)CC1
.	-2	FC(F)(F)COCC(F)(F)F
.	1	CC(=O)O[C@H]1C[C@@]2(C)[C@@H](C[C@@H](O)C3[C@]2(C)CC[C@H]2[C@H](C)[C@H](O)CC[C@]32C)/C1=C(/CCC=C(C)C)C(=O)O (stereo partly drawn)
.	5	O=C(OC1C(OC(=O)c2cccnc2)C(OC(=O)c2cccnc2)C(OC(=O)c2cccnc2)C(OC(=O)c2cccnc2)C1OC(=O)c1cccnc1)c1cccnc1 (stereo not drawn)
.	-5	CCCC[C@@H](CC)COC(=O)C(C#N)=C(c1ccccc1)c1ccccc1

Another view of 2 compounds above.
structure	DAX1 inh	Rev-erbA mod
COc1ccc(C(NC(C)=O)c2ccc3cccnc3c2O)c(OC)c1 (stereo not drawn)	-2.2	.
O=C(O)c1ccc(-c2nc(-c3ccc(Cl)c(Cl)c3)cs2)cc1	1.7	.

Entries of single compounds, looked up by structure. Screens in order: DAX1 inh | Rev-erbA mod
Listed for CC(=O)OC/C=C(C)/C=C/C=C(C)/C=C/C1=C(C)CCCC1(C)C : . | -2
Listed for N[C@@H]1[C@@H](O)[C@H](O)[C@@H](CO)O[C@H]1O : . | 4
Listed for CO/N=C(\C(=O)N[C@H]1C(=O)N2C(C(=O)OCOC(=O)C(C)(C)C)=C(/C=C\c3scnc3C)CSC12)c1csc(N)n1 (stereo partly drawn) : . | -11
Listed for CCCCCCCCCCCCCCCC(=O)OC(C)C : . | -1

Next part:
DAX1 inh	Rev-erbA mod	smiles
.	2	CC(=O)Nc1ccc(S(=O)(=O)c2ccc(NC(C)=O)cc2)cc1
.	5	CCCCCCCCCCCCCCCC(=O)OC[C@H](NC(=O)C(Cl)Cl)[C@H](O)c1ccc([N+](=O)[O-])cc1
.	8	CCN[C@@H]1C[C@H](N)[C@@H](O[C@H]2OC(CN)=CC[C@H]2N)[C@H](O)[C@H]1OC1OC[C@](C)(O)[C@H](NC)[C@H]1O (stereo partly drawn)
.	0	[O-][n+]1ccccc1SSc1cccc[n+]1[O-]
.	-2	CC[C@@H](CO)NCCN[C@@H](CC)CO
.	-4	CCC[C@@H]1C[C@@H](C(=O)N[C@H]([C@H]2O[C@H](SC)[C@H](O)[C@@H](O)[C@H]2O)[C@H](C)O)N(C)C1
.	3	C/C(=C(/CCOC(=O)C(C)C)SS/C(CCOC(=O)C(C)C)=C(\C)N(C=O)Cc1cnc(C)nc1N)N(C=O)Cc1cnc(C)nc1N
.	-4	CCCC[C@H](C)C[C@H](O)/C=C/[C@H]1[C@H](O)CC(=O)[C@@H]1CCCC/C=C/C(=O)O
.	-7	CO[C@@]12[C@@H]3N[C@H]3CN1C1=C(C(=O)C(N)=C(C)C1=O)[C@@H]2COC(N)=O
.	3	O=C(O)C1CSCN1 (stereo not drawn)
.	2	Cc1ccc(S(=O)(=O)NCl)cc1
.	7	CO[C@@]1(NC(=O)CSCC#N)C(=O)N2C(C(=O)O)=C(CSc3nnnn3C)CSC21 (stereo partly drawn)
.	10	CCCCCCCCCCCC(=O)OCC(O)CO (stereo not drawn)
.	-10	N[C@H](Cc1ccccc1)C(=O)O
.	1	CC(=O)OCC(CCn1cnc2cnc(N)nc21)COC(C)=O
.	3	CC[C@@H](C(=O)[C@@H](C)[C@@H](O)[C@H](C)[C@@H]1O[C@@H]([C@@H](CC)C(=O)O)CC[C@@H]1C)[C@H]1OC2(C=C[C@@H](O)[C@]3(CC[C@@](C)([C@H]4CC[C@](O)(CC)[C@H](C)O4)O3)O2)[C@H](C)C[C@@H]1C (stereo partly drawn)
.	-7&-3	Nc1nc2c(c(=O)[nH]1)N(C=O)C(CNc1ccc(C(=O)N[C@@H](CCC(=O)O)C(=O)O)cc1)CN2 (stereo partly drawn)
.	-4&0	OC[C@@H](O)[C@H](O)[C@@H](O)[C@H](O)CO
.	-3	CCN(CCO)CCCC(C)Nc1ccnc2cc(Cl)ccc12 (stereo not drawn)
.	4	CC1=C(C(=O)OC(C)C)C(c2cccc([N+](=O)[O-])c2)C(C(=O)OC2CN(C(c3ccccc3)c3ccccc3)C2)=C(N)N1 (stereo not drawn)
.	6	Cc1cc2nc3c(=O)[nH]c(=O)nc-3n(C[C@H](O)[C@H](O)[C@H](O)COP(=O)(O)OP(=O)(O)OC[C@H]3O[C@@H](n4cnc5c(N)ncnc54)[C@H](O)[C@@H]3O)c2cc1C
.	2	Nc1ccc(C(=O)O)c(O)c1 (tested in a mixture with another compound)
.	-1	C[C@]12CCC3c4ccc(O)cc4CCC3C1CC[C@@H]2O (stereo partly drawn)

Seven successive entries out of the list so far, for reference:
DAX1 inh	Rev-erbA mod	smiles
.	-7&-3	Nc1nc2c(c(=O)[nH]1)N(C=O)C(CNc1ccc(C(=O)N[C@@H](CCC(=O)O)C(=O)O)cc1)CN2 (stereo partly drawn)
.	-4&0	OC[C@@H](O)[C@H](O)[C@@H](O)[C@H](O)CO
.	-3	CCN(CCO)CCCC(C)Nc1ccnc2cc(Cl)ccc12 (stereo not drawn)
.	4	CC1=C(C(=O)OC(C)C)C(c2cccc([N+](=O)[O-])c2)C(C(=O)OC2CN(C(c3ccccc3)c3ccccc3)C2)=C(N)N1 (stereo not drawn)
.	6	Cc1cc2nc3c(=O)[nH]c(=O)nc-3n(C[C@H](O)[C@H](O)[C@H](O)COP(=O)(O)OP(=O)(O)OC[C@H]3O[C@@H](n4cnc5c(N)ncnc54)[C@H](O)[C@@H]3O)c2cc1C
.	2	Nc1ccc(C(=O)O)c(O)c1 (tested in a mixture with another compound)
.	-1	C[C@]12CCC3c4ccc(O)cc4CCC3C1CC[C@@H]2O (stereo partly drawn)

An excerpt of these results, comma-delimited:
Molecule,DAX1 inh,Rev-erbA mod
CO[C@@]12[C@@H]3N[C@H]3CN1C1=C(C(=O)C(N)=C(C)C1=O)[C@@H]2COC(N)=O,.,-7
O=C(O)C1CSCN1 (stereo not drawn),.,3
Cc1ccc(S(=O)(=O)NCl)cc1,.,2
